OXTR potentiate = human OXTR potentiation | P30559 | CHO-OTR cells, Fluo-8 calcium fluorescence, potentiator mode; 0% = oxytocin EC15, 100% = EC100 | activation, % at 3 µM | hit rate 0.061% among 320,000 | AID 2445;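 active = activation above that plate's cutoff, the mean activation of tested compounds plus 3 SD, cut at about 6.6% in these data, passing the limit was not always enough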;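 note: 100% uses oxytocin at 75 nM as the full agonist control; some results filed as inactive read as strong as hits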
Target sequence (P30559 whole entry, looked up): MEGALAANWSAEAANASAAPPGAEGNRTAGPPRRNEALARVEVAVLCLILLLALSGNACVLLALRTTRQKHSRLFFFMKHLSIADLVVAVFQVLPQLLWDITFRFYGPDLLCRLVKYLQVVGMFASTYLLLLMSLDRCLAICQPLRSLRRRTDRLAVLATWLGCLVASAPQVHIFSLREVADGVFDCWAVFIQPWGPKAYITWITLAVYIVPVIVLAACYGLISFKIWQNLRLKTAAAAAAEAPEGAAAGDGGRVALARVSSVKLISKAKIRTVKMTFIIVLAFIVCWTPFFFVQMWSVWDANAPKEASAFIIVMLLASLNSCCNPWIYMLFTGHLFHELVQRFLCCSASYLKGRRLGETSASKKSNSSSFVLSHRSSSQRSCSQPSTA
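System: human OTR in CHO cells; Also added: sub-maximal oxytocin, roughly EC15; Timing: compound 6 min at room temperature before oxytocin, 100 s read; Technique: Fluo-8 intracellular calcium fluorescence, ex 470-495, em 515-575 nm; Controls: oxytocin EC15 low and EC100 high; Replication: singlicate.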
CHRM1 agonist = agonists of human M1 muscarinic receptor; AID 588814; CHO-K1 hM1, Fluo-8 calcium fluorescence, agonist mode; 0% DMSO, 100% acetylcholine EC100; P11229; hit rate 0.33% among 360,000; activation, % at 3 µM;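 active = activation above the run's mean compound activation plus 3 SD, cut at about 16% in these data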;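 note: peak over basal fluorescence ratio within a 140 s kinetic read after compound addition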
OXTR ag = activates the human oxytocin receptor | P30559 | CHO-OTR cells, Fluo-8 calcium fluorescence; normalized: DMSO 0%, oxytocin 100% | activation, % at 3 µM | hit rate 0.32% among 320,000;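 active = activation above the mean of all tested compounds plus 3 SD, cutoff set per screening run, cut at about 20% in these data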;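 note: peak over basal fluorescence ratio from a 100 s FLIPR kinetic read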
CHO parental Ca = counter-screen: ATP calcium response change in parental CHO cells; parental CHO-K1, ATP-induced calcium, Fluo-8 fluorescence; hit rate 0.63% among 330,000; inhibition, % at 5.6 µM; AID 463079;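 active = inhibition above that plate's mean sample inhibition plus 3 SD, cut at about 26% in these data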;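 note: 0% = ATP-challenged DMSO wells and 100% = DMSO wells without ATP; some compounds past the cut are filed as inactive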
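Measured by: calcium-sensitive Fluo-8 fluorescence / Test system: CHO parental line / Controls: ATP-challenged DMSO wells low, unchallenged DMSO wells high / Measure: % inhibition / Compound: single nominal dose of 5.6 µM per compound / Replicates: single well per compound, no replicates / Reagent: ATP as calcium-mobilizing challenge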
TAAR1 ag = human TAAR1 agonism; Q96RJ0; CHO RD-HGA16 TAAR1, Fluo-8 calcium fluorescence; vehicle wells 0%, saturating PEA agonist 100%; activation, % at 3 µM; hit rate 0.99% among 360,000;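 active = activation above the mean activation of all test compounds in the run plus 3 SD, cut at about 38% in these data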
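test system = CHO RD-HGA16 cells carrying human TAAR1 plus Gα16 | schedule = 17-24 h seeding, 75 min 37 °C dye, 30 min RT | compound dosing = 3 µM single concentration | control set = DMSO and PEA EC100 | replicates = n 1 | signal = Fluo-8 fluorescence, 5 s baseline then 140 s kinetic read | measure = percent activation vs PEA EC100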
CHRM1 PAM = positive allosteric modulators of human M1 muscarinic receptor; activation, % at 3 µM; P11229; hit rate 0.088% among 360,000; CHO-K1 hM1, Fluo-8 calcium fluorescence, ACh EC20; 0% = ACh EC20, 100% = maximal ACh; AID 588819; in the data active = activation above about 19%, passing the limit was not always enough
M1 antag = blocks human M1 muscarinic receptor; CHO-K1 hM1, Fluo-8 calcium fluorescence, ACh EC80 antagonist; inhibition, % at 3 µM; hit rate 1.3% among 360,000;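 active = percent inhibition above its own plate's cutoff, namely the mean of that plate's compound wells plus 3 SD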;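 note: peak over basal fluorescence ratio during 140 s after agonist addition; 0% = ACh EC80 plus DMSO and 100% = DMSO alone without agonist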
TAAR1 antag = antagonists of human TAAR1. Q96RJ0. CHO RD-HGA16 TAAR1, Fluo-8 calcium fluorescence, antagonist. inhibition, % at 3 µM. hit rate 1.5% among 360,000. AID 624466;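 active = inhibition above a per-plate cutoff, the mean inhibition of test compounds on that plate plus 3 SD, cut at about 49% in these data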;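 note: 0% = DMSO plus EC80 beta-PEA response and 100% = DMSO alone without agonist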
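test system = CHO RD-HGA16 cells bearing hTAAR1 | replication = singlicate | controls = DMSO-only wells and EC80 β-PEA-stimulated wells | reagent = EC80 β-phenethylamine stimulus | read-out basis = percent inhibition of PEA-evoked calcium signal, max/basal emission ratio | schedule = seeding 17-24 h prior, 75-min 37 °C, 30-min RT dye loading | signal = kinetic Fluo-8 calcium fluorescence measurement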
V1aR counter = V1a receptor agonism, counter-screen for OXTR agonists; P37288; CHO-V1R cells, Fluo-8 calcium fluorescence, agonist mode; 0% DMSO, 100% 3 nM vasopressin; activation, % at 3 µM; hit rate 0.25% among 320,000;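 active = activation above the mean activation of all tested compounds plus 3 SD, per screening run, cut at about 20% in these data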;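 note: signal is peak over basal fluorescence ratio across a 100 second FLIPR read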
Target sequence (P37288 whole entry, looked up): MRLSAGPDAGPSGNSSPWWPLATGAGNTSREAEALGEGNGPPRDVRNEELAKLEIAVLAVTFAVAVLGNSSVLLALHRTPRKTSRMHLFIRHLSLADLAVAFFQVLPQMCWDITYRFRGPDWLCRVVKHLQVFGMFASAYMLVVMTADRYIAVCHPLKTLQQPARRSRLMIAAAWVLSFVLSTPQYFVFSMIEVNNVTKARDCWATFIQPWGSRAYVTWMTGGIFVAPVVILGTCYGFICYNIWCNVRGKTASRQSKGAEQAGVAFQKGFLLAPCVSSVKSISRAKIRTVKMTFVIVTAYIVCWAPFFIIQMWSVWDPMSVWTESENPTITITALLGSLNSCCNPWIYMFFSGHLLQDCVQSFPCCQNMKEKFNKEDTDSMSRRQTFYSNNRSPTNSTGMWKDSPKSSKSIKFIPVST
The depositor's hits bear a star; . = no result given.

mol	OXTR potentiate	CHRM1 agonist	OXTR ag	CHO parental Ca	TAAR1 ag	CHRM1 PAM	M1 antag	TAAR1 antag	V1aR counter
O=C(O)c1c(-c2ccccc2)c2oc3ccccc3c2[nH]c1=O	-4	-2	0.7	-4	8	-4	7	-5	-0.1
CCOC(=O)N1CCc2c(sc3c2c(=O)n(Cc2ccccc2)c(=O)n3Cc2ccc(C)cc2)C1	0	0	-0.3	-20	1	8	-11	-32	-0.1
C[C@H](CO)N1C[C@H](C)[C@@H](CN(C)CC2CCCCC2)Oc2ccc(NS(C)(=O)=O)cc2C1=O	-8	-7	-0.3	-8	8	1	1	7	-0.3
CCCC(c1nnnn1Cc1ccc(F)cc1)N1CCN(CC)CC1 (configuration not stated)	-7	-14	-0.2	-10	3	-6	5	-6	-0.4
CC(=O)NS(=O)(=O)c1ccc(NC(=O)c2ccc(NC(=O)c3cccs3)cc2)cc1	5	-2	0.4	-9	12	5	-7	2	0.2
CCOc1ncccc1C(=O)OCC(=O)c1cccs1	-3	-5	-1.1	-10	4	7	-7	-17	-0.9
C[C@H](NC(=O)C1CCN(S(=O)(=O)c2ccccc2)CC1)C(=O)NCc1cccnc1	.	4	.	.	2	18	-9	-21	.
O=C(CNC(=O)c1ccco1)OCC(=O)c1cccc2ccccc12	-13	-3	-0.8	6	4	9	-9	-8	0.3
Cc1ccc(C)c(OCCn2cc(/C=C(\C#N)C(=O)NCc3ccco3)c3ccccc32)c1	-1	-3	0.9	-9	8	5	-4	4	0.8
COc1ccc(C2CC(=O)C(C=NCCCO)=C(O)C2)cc1 (configuration not stated)	-4	-4	-0.5	1	1	3	-10	-22	1.3
COc1cc2c(cc1OC)C(COc1ccc(C(C)C)cc1)NCC2 (configuration not stated)	-21	-4	3.6	-17	11	-23	39	-19	4.0
OCC[C@@H]1C[C@H](O)[C@@H](O)[C@@]2(CCc3ccccc3CO2)O1	-6	2	-1.3	-7	1	12	-15	2	0.6
Cc1ccc(CN(CC(=O)NCC2CCCO2)S(=O)(=O)c2ccc(C)cc2)cc1 (configuration not stated)	0	-6	0.0	-5	1	0	-5	6	0.7
COc1ccc(/C=N/NC(=O)c2cccnc2)c(C(=O)O)c1OC	-1	-1	-0.5	-13	1	1	-3	-18	-0.1
CCOc1ccc(C(c2c(C)n(C)n(-c3ccccc3)c2=O)c2c(C)n(C)n(-c3ccccc3)c2=O)c(O)c1	-1	-2	-0.6	-22	1	15	-8	-5	-0.3

mol	OXTR potentiate	CHRM1 agonist	OXTR ag	CHO parental Ca	TAAR1 ag	CHRM1 PAM	M1 antag	TAAR1 antag	V1aR counter
CNC(=O)NC(=O)CSc1ncc(C(F)(F)F)cc1Cl	-3	-1	-1.2	6	0	6	-6	-3	-0.2
O=C(c1ccccc1)C(c1ccccc1)c1ccccc1	-14	-5	-2.9	-23	15	0	1	47	-1.2
CCN(C(=O)CSc1nc2ccccc2[nH]1)C1CCS(=O)(=O)C1 (configuration not stated)	-5	-8	1.4	-3	-1	-10	14	12	1.8
Cc1cc(C)c(OCC(=O)OCC(=O)NC2CCCCCCC2)c(C)c1	-1	7	-0.9	-7	-2	16	-10	-35	-1.3
CCOC(=O)N1CCC2(CC1)C(C#N)=C(N)Oc1c2c(C)nn1-c1cccc(Cl)c1	-2	0	0.0	-19	-2	4	-2	3	0.3
CN1CCN(C2CCN(c3cccc(Cl)c3)CC2)CC1CCO (configuration not stated)	.	-9	.	.	1	-3	-10	-6	.
O=C(Nc1nnc(SCc2ccccn2)s1)C1CC(=O)N(c2ccccc2)C1 (configuration not stated)	-6	-4	1.5	-9	2	4	3	-7	0.1
Cc1cc(C(=O)Nc2cccc(C)c2C)n(-c2ccccc2)n1	1	-2	-1.5	-22	-1	14	-15	-9	0.6
CCCOc1cccc(-c2nnc(N)s2)c1	3	-3	-0.7	-13	4	6	-5	11	-0.4
Cc1cc(NC(=O)c2c(Cl)cnn2C)no1	-7	-4	-0.7	-18	10	-8	13	2	0.1
COc1ccc(C2CC(=O)N(CC(=O)NCC3CCCO3)c3ccccc3S2)cc1OC (configuration not stated)	-10	-5	0.1	3	5	10	-5	12	-0.5
COc1ccc2nc(-c3cccc(N)c3)[nH]c2c1	1	-4	-1.7	-14	7	-3	-4	13	0.2
O=C(CN1C(=O)c2ccccc2C1=O)c1ccc(F)cc1	-17	-7	-0.5	-7	0	0	0	-5	-0.2
CN(Cc1ccccc1)C(=O)CCC1CCN(S(=O)(=O)N(C)C)CC1	7	-2	1.8	-9	2	5	-4	-6	-0.3
CCCCC(=O)Nc1ncc2c(n1)CC(C)(C)CC2=O	-3	-2	0.5	2	3	7	-6	0	0.3

Four entries from above in another layout.
> CCN(C(=O)CSc1nc2ccccc2[nH]1)C1CCS(=O)(=O)C1 (configuration not stated)
  OXTR potentiate: -5	CHRM1 agonist: -8	OXTR ag: 1.4	CHO parental Ca: -3	TAAR1 ag: -1	CHRM1 PAM: -10	M1 antag: 14	TAAR1 antag: 12	V1aR counter: 1.8

> Cc1cc(C)c(OCC(=O)OCC(=O)NC2CCCCCCC2)c(C)c1
  OXTR potentiate: -1	CHRM1 agonist: 7	OXTR ag: -0.9	CHO parental Ca: -7	TAAR1 ag: -2	CHRM1 PAM: 16	M1 antag: -10	TAAR1 antag: -35	V1aR counter: -1.3

> CCOC(=O)N1CCC2(CC1)C(C#N)=C(N)Oc1c2c(C)nn1-c1cccc(Cl)c1
  OXTR potentiate: -2	CHRM1 agonist: 0	OXTR ag: 0.0	CHO parental Ca: -19	TAAR1 ag: -2	CHRM1 PAM: 4	M1 antag: -2	TAAR1 antag: 3	V1aR counter: 0.3

> CN1CCN(C2CCN(c3cccc(Cl)c3)CC2)CC1CCO (configuration not stated)
  OXTR potentiate: .	CHRM1 agonist: -9	OXTR ag: .	CHO parental Ca: .	TAAR1 ag: 1	CHRM1 PAM: -3	M1 antag: -10	TAAR1 antag: -6	V1aR counter: .

Other records.
mol	OXTR potentiate	CHRM1 agonist	OXTR ag	CHO parental Ca	TAAR1 ag	CHRM1 PAM	M1 antag	TAAR1 antag	V1aR counter
Cc1cc2c(cc1C)C(=O)C(=O)N2	.	-2	.	.	2	-5	21	-5	.
CCC(C(=O)NC1CCCCC1)n1c(SCc2ccc(F)cc2)nc2ccncc21 (configuration not stated)	-5	-11	0.5	-14	-1	-24	20	10	0.8
CCOC(=O)C1=CCC(c2cccc(C)c2)N(S(=O)(=O)c2ccc(C)cc2)C1 (configuration not stated)	.	-3	.	.	2	-7	15	37	.
Cc1cc2c(s1)CCCCC(=O)N2	-11	-2	0.8	-1	1	9	-14	-4	0.3
c1cc(C2CCCCC2)ccc1Oc1nc(N2CCOCC2)nc(N2CCOCC2)n1	-7	-1	-0.3	11	-2	-1	2	6	-0.1
Cc1nc(C)c(C(=O)N2CCCC(C(=O)c3ccc4ccccc4c3)C2)s1 (configuration not stated)	-9	-1	3.0	-28	3	6	5	-7	7.7
Oc1ccccc1CN1CCN(C(O)(c2ccccc2)c2ccccc2)CC1	-9	-8	3.1	-18	4	-18	5	-21	4.1
COc1cccc(CN2C(=O)c3ccccc3C2C(=O)NCC2CCCO2)c1 (configuration not stated)	-16	-2	0.5	-6	8	7	-6	-12	-0.3
CCCCN(C(=O)c1ccc(C)c(S(=O)(=O)N2CCOCC2)c1)c1c(N)n(CC(C)C)c(=O)[nH]c1=O	-8	-4	-1.0	2	2	0	6	-13	0.2
O=C(Cc1c(F)cccc1Cl)OCC(=O)N1CCc2ccccc21	2	-5	-1.4	-7	0	-7	3	-8	-0.4

Screening data deposited in PubChem by The Scripps Research Institute Molecular Screening Center.
